NOD1 NF-kB reporter: inhibition of NOD1-driven NF-kB reporter – cell-based, luminescence, uHTS, primary screen (AID 1578). NOD1-driven NF-kB luciferase reporter cells, luminescence; higher % means a stronger effect. inhibition, % at 4 µM; hits with a dose series show EC50 in µM. 290,000 compounds, 1% hits; in the data active = inhibition mostly above about 36%, no sharp cut-off; inactive = mostly below about 34%;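 also: HEK-293T reporter cells stimulated with the NOD1 agonist gamma-tri-DAP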
GPR55 activation: selective activators of receptor GPR55 – imaging, U2OS cells, beta-arrestin-GFP redistribution, primary screen (AID 1961) | U2OS GPR55 beta-arrestin-GFP redistribution imaging; higher % means a stronger effect | 290,000 compounds, 0.048% hits | one-dose activation, % at 10 µM; EC50 in µM for titrated hits;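 active = activation above 40% with more than 50 cells counted in the well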;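 also: U2OS osteosarcoma cells stably expressing GPR55 and beta-arrestin-GFP; plate controls were DMSO negative control for no effect and LPI positive control for full effect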
GPR55 LPI antagonism: inhibition of LPI-stimulated GPR55 beta-arrestin translocation – imaging, U2OS, beta-arrestin-GFP, LPI agonist, primary screen (AID 2013); one-dose inhibition, % at 10 µM; IC50 in µM for titrated hits; U2OS GPR55 beta-arrestin-GFP translocation imaging, LPI antagonism; higher % means a stronger effect; 290,000 compounds, 0.13% hits;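 active = spots per cell inhibited over 60%, with over 100 cells counted and total cytoplasm intensity under 500,000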;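 also: U2OS cells stably carrying GPR55 and arrestin-GFP stimulated by 5 µM LPI near EC80; imaged beta-arrestin-GFP aggregate spots per cell after agonist stimulation; plate controls were LPI-stimulated DMSO wells for no effect and DMSO wells without LPI for full effect; some results filed as inactive read as strong as hits; confirmed hits need IC50 under 10 µM and bright autofluorescent wells are also inconclusive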
KOR beta-arrestin-1: KOR agonists, beta-arrestin recruitment, primary screen, cell-based, luminescence, uHTS (AID 1777); 280,000 compounds, 0.02% hits; one-dose activation, % at 10 µM; EC50 in µM for titrated hits; KOR beta-arrestin recruitment, luminescence; higher % means a stronger effect; in the data active = activation above about 50%, passing the limit was not always enough; also: a part of the inactive calls stands beside numbers as strong as those of hits
SV40 large T antigen: TAg ATPase/helicase activity blockers – biochemical (AID 1903); inhibition, % at 20 µM; hits with a dose series show IC50 in µM; 310,000 compounds, 0.39% hits; SV40 large T antigen ATPase/helicase inhibition assay; higher % means a stronger effect; in the data active = a potency from the dose series; also: strong numbers were not always called active
NOD2 inhibition: NOD2 signaling inhibitors, cell-based, luminescence, uHTS, HEK293 (AID 1566); one-dose inhibition, % at 4 µM; EC50 in µM for titrated hits; 290,000 compounds, 0.63% hits; HEK293 NOD2/NF-kB luciferase reporter, luminescence; higher % means a stronger effect; also: many of its hits are not listed in these tables
HIV peptide binding: cell-free HIV fusion peptide-binding blockers – biochemical, uHTS, fluorescence dequenching, primary screen (AID 1986). cell-free peptide binding, fluorescence dequenching, 30 min; higher % means a stronger effect. inhibition, % at 20 µM; hits with a dose series show IC50 in µM. 290,000 compounds, 0.3% hits; in the data active = inhibition mostly above about 52%, no sharp cut-off; inactive = mostly below about 76%; also: some results filed as inactive read as strong as hits
Rac1 GTP hydrolysis: MgcRacGAP GTPase-activating activity inhibitors, confirmation, biochemical, ADP Hunter fluorescence; MgcRacGAP-stimulated Rac1 GTP hydrolysis, ADP Hunter fluorescence; higher % means a stronger effect; GST-tagged Rac1 F28L mutant substrate; inhibition, % at 30 µM, or IC50 in µM where a hit was titrated; 340,000 compounds, 0.6% hits; AID 624330;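 active = first-screen hits whose inhibition reached a set limit at any dose in the follow-up dose series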;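 also: fluorescence reports GDP produced by GAP-driven GTP hydrolysis; strong numbers were not always called active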
KOR beta-arrestin-2: kappa opioid receptor blockers – cell-based, luminescence, uHTS (AID 1778) | KOR beta-arrestin recruitment, luminescence, antagonist mode; higher % means a stronger effect | 290,000 compounds, 0.091% hits | one-dose inhibition, % at 10 µM; IC50 in µM for titrated hits; also: strong numbers were not always called active
* marks the source's active call; other numbers are inactive results; x = not tested or not shown; [ ] = dose if it differs, or a comment. Rule as the data show it, unless noted: active = inhibition above about 50%; inactive = the rest.

SMILES | NOD1 NF-kB reporter | GPR55 activation | GPR55 LPI antagonism | KOR beta-arrestin-1 | SV40 large T antigen | NOD2 inhibition | HIV peptide binding | Rac1 GTP hydrolysis | KOR beta-arrestin-2
CC(C)CN=CC1=C(O)c2ccccc2C1=O | -17% | -0.1% | 2% | -0.5% | 12% | -99% | -15% | 4% | 8%
Cc1ccc(CCN2C(=O)c3ccccc3C2C(=O)NCc2cccnc2)cc1 (configuration not stated) | -36% | -0.3% | 16% | 2.9% | -7% | 8% | 1.2% | 2% | -16%
COCCn1c(SCC(=O)NC2CCCCC2C)nnc1-c1ccncc1 (configuration not stated) | 1% | 0.0% | 0% | -3.0% | 0% | -2% | -0.9% | 0% | -18%
O=[N+]([O-])c1ncccc1OCc1ccccc1Br | -20% | -0.2% | -18% | -2.7% | 22% | 5% | -1.3% | 6% | 1%
Cc1ccc(-c2nnc(Nc3ccc4c(c3)OCO4)c3ccccc23)cc1S(=O)(=O)NC(C)C | -26% | -0.1% | 16% | -2.9% | 5% | 10% | -0.7% | 7% | 3%
Cc1ccc(NC(=O)[C@H](Cc2ccccc2)NC(=O)C2CCNCC2)cc1 | -34% | -0.2% | -15% | 1.2% | 3% | 10% | 0.8% | 3% | -11%
CCOc1ccc(S(=O)(=O)NCc2cccnc2)cc1NC(=O)c1ccccc1F | -7% | -0.1% | 1% | -1.1% | 114% | -30% | -0.2% | 4% | -17%
CCOc1cc2nc(-c3ccc(OC)c(OC)c3)nc(NCCCN3CCOCC3)c2cc1OC | -23% | -0.1% | 5% | -7.8% | 5% | 14% | 1.5% | 18% | -6%
O=C(Nc1nnc(C2CC2)s1)c1cccnc1Oc1ccc(Cl)cc1 | 0% | 0.0% | 12% | -0.3% | 10% | 13% | -0.9% | 8% | 37%
CCCC(=O)Nc1nnc(S(=O)(=O)N(CC)c2ccccc2)s1 | 18% | 0.0% | 4% | -4.8% | 5% | 4% | -3.7% | 1% | 9%
Cc1cc(-c2c(C)[nH]n(-c3ccccc3)c2=O)n[nH]1 | -19% | -0.1% | -1% | 3.0% | 27% | 10% | 2.9% | -1% | -40%[20 µM]
COc1ccc(S(=O)(=O)N2CCC(C(=O)NCCC(=O)Nc3cccc(Cl)c3)CC2)cc1 | 6% | -0.1% | 3% | -0.5% | 12% | 15% | 3.9% | 11% | -40%
Cc1ccc(Cn2cc(-c3ccccc3)nn2)cc1 | -17% | 0.2% | 0% | 3.3% | 9% | -2% | -0.5% | 5% | -16%[20 µM]
CCOc1cc(NS(=O)(=O)c2ccccc2)c(OCC)cc1NC(=O)c1ccco1 | -8% | -0.1% | 14% | 0.8% | 29% | 11% | 15% | 5% | -15%
O=[N+]([O-])c1cccc(Cl)c1NCCNS(=O)(=O)c1ccc(Cl)cc1 | -16% | -0.1% | 4% | -5.0% | 2% | 1% | 0.4% | 5% | 29%
O=C(NCc1ccccc1)C1=C[C@@H](C2CC2)C[C@@H](OCCCCO)O1 | -28% | -0.2% | -14% | 2.0% | -2% | 0% | -0.8% | 10% | -10%
CCCc1ccc(C(=O)NNc2ccccc2F)cc1 | -2% | 0.0% | -9% | -2.4% | 7% | -20% | 0.2% | 9% | -8%
COc1ccc(S(=O)(=O)NC(C)C(=O)O)cc1 (configuration not stated) | 0% | -0.1% | 10% | -2.4% | -4% | 15% | 0.0% | 3% | 30%
Cc1ccc(OC(=O)CCC(=O)NC(C)c2ccccc2)cc1 (configuration not stated) | -15% | -0.2% | 62% | 1.5% | 8% | 11% | 0.0% | 3% | x
CN(CC(=O)Nc1ccc(S(=O)(=O)N2CCCC2)cc1)Cc1cccc(Cl)c1Cl | -6% | 17% | 6% | 9.1% | 12% | 18% | -0.5% | 4% | 14%
CN(C)CCCNC(=S)N(CCO)Cc1cc2cc3c(cc2[nH]c1=O)OCO3 | 29% | 0.8% | -18% | x | 2% | -12% | -2.8% | 11% | 6%[20 µM]
CC(C)(Oc1ccc(Br)cc1)C(=O)N1CCc2ccccc21 | 11% | -0.1% | 2% | -2.1% | -7% | 16% | 1.5% | -1% | 17%
CN1CCN(C(=S)c2ccc([N+](=O)[O-])cc2)CC1 | -14% | -0.3% | 4% | -3.4% | 0% | 10% | -2.8% | 19% | -7%
CC(C)N(Cc1ccccc1)S(=O)(=O)c1ccc(F)cc1 | -38% | -0.3% | 6% | -1.8% | 7% | 17% | 1.5% | 9% | -30%[20 µM]
On1c(-c2ccccc2Cl)nc2ncccc21 | 2% | 0.0% | 11% | -2.4% | 6% | 4% | -1.2% | 5% | 17%
Cc1cc(/C=N/Nc2ccc([N+](=O)[O-])cn2)c(C)n1-c1cccc(C(=O)O)c1 | 0% | 0.4% | 11% | -2.3% | 48% | 15% | 19% | 7% | 23%
CCCOc1ccc(NC(=O)CNC(=O)c2cc(OC)cc(OC)c2)cc1OCCC | 0% | -0.1% | 19% | -4.8% | 8% | 13% | -1.2% | 5% | 12%
[O-]/C(=C(\C(=S)NCc1ccc2c(c1)OCO2)[n+]1ccccc1)c1ccc(Cl)s1 | -11% | -0.7% | 0% | 2.1% | 3% | -33% | 10% | 5% | 32%
CC(C)c1cc(=O)n2[nH]c(SCc3ccc(Cl)cc3)nc2n1 | 10% | -0.1% | -12% | -4.6% | 2% | 24% | 4.8% | 13% | 11%
O=C(NNC(=O)C1CC=CCC1)c1ccccc1Cl (configuration not stated) | -23% | 0.8% | -5% | -4.6% | 10% | -2% | -0.4% | -9% | -10%
COCCCN1C(=O)c2ccc(C(=O)OCC(=O)NCc3ccccc3OC)cc2C1=O | -49% | -0.1% | 12% | -3.5% | 26% | 5% | 1.4% | 0% | 12%
CN(CC(=O)Nc1ccc(F)cc1)C(=O)c1ccc(-c2ccc(Cl)cc2)o1 | -21% | -0.2% | 4% | 1.0% | 7% | -8% | 4.5% | 7% | -31%
Cc1ccc(NC(=O)N2CCCC2c2cccs2)cc1 (configuration not stated) | -58% | -0.3% | 7% | -3.1% | 3% | -34% | -0.1% | -1% | -6%
Cn1c2c(c(O)c(-c3ccccc3)c1=O)C(=O)CC(C)(C)C2 | 16% | -0.3% | 3% | 4.8% | 6% | 3% | 0.9% | 2% | 9%
Cc1cc(C(=O)Nc2nc3ccc(Cl)cc3s2)nn1C | 5% | -0.2% | -1% | -1.8% | 12% | -76% | 1.4% | x | 28%
Cc1cc(Nc2ccccc2)n(CCO)n1 | -11% | 0.0% | -6% | 4.1% | 21% | 12% | -1.3% | 4% | -49%
CCC(Oc1ccccc1)C(=O)Nc1ccc(S(=O)(=O)N2CCOCC2)cc1 (configuration not stated) | -20% | -0.1% | 1% | -4.1% | -3% | 13% | -1.8% | 1% | 21%
CC(C)(C)C(=O)Cn1c(=O)n(CC2CCCO2)c(=O)c2ccccc21 (configuration not stated) | 7% | -0.1% | 9% | -0.2% | 0% | 22% | -0.7% | 6% | 21%
Clc1cccc(CNc2nc(-c3cccnc3)nc3ccccc23)c1 | -32% | 0.2% | -6% | -3.3% | x | 11% | 12% | 5% | -32%
Cn1cc(/C=C/C(=O)N2CCCC(C(=O)c3ccc(C(C)(C)C)cc3)C2)cn1 (configuration not stated) | -5% | -0.1% | 6% | x | x | 9% | -0.2% | 8% | 18%[20 µM]

Entries of single compounds, quoted from the list:
Cc1cc(C(=O)Nc2nc3ccc(Cl)cc3s2)nn1C is entered as NOD1 NF-kB reporter: 5%; GPR55 activation: -0.2%; GPR55 LPI antagonism: -1%; KOR beta-arrestin-1: -1.8%; SV40 large T antigen: 12%; NOD2 inhibition: -76%; HIV peptide binding: 1.4%; Rac1 GTP hydrolysis: x; KOR beta-arrestin-2: 28%
Cc1cc(Nc2ccccc2)n(CCO)n1 is entered as NOD1 NF-kB reporter: -11%; GPR55 activation: 0.0%; GPR55 LPI antagonism: -6%; KOR beta-arrestin-1: 4.1%; SV40 large T antigen: 21%; NOD2 inhibition: 12%; HIV peptide binding: -1.3%; Rac1 GTP hydrolysis: 4%; KOR beta-arrestin-2: -49%

(next part)
SMILES | NOD1 NF-kB reporter | GPR55 activation | GPR55 LPI antagonism | KOR beta-arrestin-1 | SV40 large T antigen | NOD2 inhibition | HIV peptide binding | Rac1 GTP hydrolysis | KOR beta-arrestin-2
COc1cc(C(c2oc(CO)cc(=O)c2O)c2oc(CO)cc(=O)c2O)cc(OC)c1OC | -40% | -0.5% | 0% | -0.9% | 16% | 8% | -0.6% | 5% | -2%
Cc1cnc(C(=O)N2CCc3c([nH]c4ccccc34)C2c2ccc(F)cc2)cn1 (configuration not stated) | -23% | 0.4% | -2% | -1.3% | 10% | -11% | -0.5% | 11% | -16%
CCc1cc(C(=O)N2CCCC(CNS(=O)(=O)c3cccs3)C2)n(C)n1 (configuration not stated) | -12% | -0.3% | -15% | -2.3% | 0% | 15% | -0.9% | 0% | 6%
CCOc1cc(/C=C2\SC(=O)N(CC(=O)Nc3ccccc3F)C2=O)cc([N+](=O)[O-])c1O | 1% | -0.2% | -4% | -1.6% | 25% | 56%* | 27µM* | 1% | 29%[20 µM]
COC(=O)C(NC(=O)C(NC(=O)c1ccccc1)C(C)C)C(C)C (configuration not stated) | -5% | 0.1% | -2% | -2.6% | 5% | 7% | -2.1% | 3% | 22%
Cc1ccc2cc(CN(CCCN(C)C)C(=O)NCc3ccccc3)c(=O)[nH]c2c1C | -24% | -0.2% | 13% | 0.3% | 15% | 14% | -0.3% | 15% | -22%
Cc1cccc(-n2c(SCC(=O)N3CC(=O)Nc4ccccc43)nc3ccccc3c2=O)c1 | -32% | -0.1% | -8% | 1.3% | 6% | -1% | 5.4% | 12% | -36%[20 µM]

Molecules above with fluorine:
SMILES | NOD1 NF-kB reporter | GPR55 activation | GPR55 LPI antagonism | KOR beta-arrestin-1 | SV40 large T antigen | NOD2 inhibition | HIV peptide binding | Rac1 GTP hydrolysis | KOR beta-arrestin-2
CCOc1ccc(S(=O)(=O)NCc2cccnc2)cc1NC(=O)c1ccccc1F | -7% | -0.1% | 1% | -1.1% | 114% | -30% | -0.2% | 4% | -17%
CCCc1ccc(C(=O)NNc2ccccc2F)cc1 | -2% | 0.0% | -9% | -2.4% | 7% | -20% | 0.2% | 9% | -8%
CC(C)N(Cc1ccccc1)S(=O)(=O)c1ccc(F)cc1 | -38% | -0.3% | 6% | -1.8% | 7% | 17% | 1.5% | 9% | -30%[20 µM]
CN(CC(=O)Nc1ccc(F)cc1)C(=O)c1ccc(-c2ccc(Cl)cc2)o1 | -21% | -0.2% | 4% | 1.0% | 7% | -8% | 4.5% | 7% | -31%
Cc1cnc(C(=O)N2CCc3c([nH]c4ccccc34)C2c2ccc(F)cc2)cn1 (configuration not stated) | -23% | 0.4% | -2% | -1.3% | 10% | -11% | -0.5% | 11% | -16%
CCOc1cc(/C=C2\SC(=O)N(CC(=O)Nc3ccccc3F)C2=O)cc([N+](=O)[O-])c1O | 1% | -0.2% | -4% | -1.6% | 25% | 56%* | 27µM* | 1% | 29%[20 µM]

Bioassay records: PubChem BioAssay, several laboratories

An excerpt; rates above refer to the full screens.
